# Bioassay records (PubChem)
# SR-BI DiI-HDL act – activators of SR-BI mediated DiI-HDL uptake, primary screen, ldlA[mSR-BI] CHO cells, DiI fluorescence. 3 h; 100 = double the neutral-control signal. 320,000 compounds, 0.096% hits. activation, % at 12.5 µM. AID 504775, 2011;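 active = mean replicate activation of at least 60% and every replicate at or above 60%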;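 note: 0% = median plate neutral-control signal and 100% = twice that signal; values of inactives mirror those of a sister screen read the other way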
#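 Test system: SR-BI-overexpressing, LDLR-lacking CHO cells; Medium: Ham's F12 with 0.5% BSA, HEPES 25 mM, pH 7.4; Schedule: 3 h, 37 °C; Technique: bottom-read fluorescence, 550/595 nm.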
# C-LANA FP – inhibitors of KSHV C-LANA binding to DNA, primary screen, biochemical, fluorescence polarization, FAM-LBS DNA, MBP-C-LANA, single point; inhibition, % at 9 µM; 340,000 compounds, 0.078% hits;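 active = highest replicate inhibition at or above 60% at 9 µM, even if other replicates fall short; inactive = all replicates below 60% inhibition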;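 note: 0% = neutral control wells and 100% = 4 µM acridine orange control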
# NSD2 inh – NSD2 histone methyltransferase inhibitors, primary screen, biochemical, AlphaScreen, single concentration, set 2. Histone-lysine N-methyltransferase NSD2 (Homo sapiens), O96028. NSD2 peptide methylation, 120 min. inhibition, % at 12.5 µM. 310,000 compounds, 0.54% hits. AID 743445, 2014; in the data active = inhibition above about 50%
# DAGLB inhibitor – DAGLB lipase inhibitors, primary screen, biochemical, fluorescence, HTS; Diacylglycerol lipase-beta (Homo sapiens), Q8NCG7; HEK293T DAGLB membrane lysate, EnzChek fluorogenic substrate; inhibition, % at 5.17 µM; 340,000 compounds, 0.059% hits; AID 504411, 2011; in the data active = inhibition above about 34%;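 note: 0% = enzyme with vehicle and 100% = wells lacking enzyme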
# Target sequence (Q8NCG7 whole entry, looked up): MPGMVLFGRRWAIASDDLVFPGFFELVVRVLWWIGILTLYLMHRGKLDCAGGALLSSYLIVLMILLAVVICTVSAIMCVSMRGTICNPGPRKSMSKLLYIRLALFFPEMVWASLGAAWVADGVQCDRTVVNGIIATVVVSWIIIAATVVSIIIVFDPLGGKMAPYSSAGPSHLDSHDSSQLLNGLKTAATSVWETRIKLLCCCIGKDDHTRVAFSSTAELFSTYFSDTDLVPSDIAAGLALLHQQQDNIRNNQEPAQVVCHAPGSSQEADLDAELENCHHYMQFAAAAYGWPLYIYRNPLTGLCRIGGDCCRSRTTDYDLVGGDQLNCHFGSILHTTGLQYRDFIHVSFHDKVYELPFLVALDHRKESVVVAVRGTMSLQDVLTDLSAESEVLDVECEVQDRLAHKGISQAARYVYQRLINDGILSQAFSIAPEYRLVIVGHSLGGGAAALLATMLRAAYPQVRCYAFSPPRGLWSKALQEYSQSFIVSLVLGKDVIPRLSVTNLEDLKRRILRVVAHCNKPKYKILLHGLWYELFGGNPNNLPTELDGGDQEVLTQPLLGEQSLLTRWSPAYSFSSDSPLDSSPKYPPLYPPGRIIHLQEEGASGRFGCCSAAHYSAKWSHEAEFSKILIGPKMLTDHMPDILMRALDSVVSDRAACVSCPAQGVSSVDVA
# PKA-R2B act – activators of PKA-R2B holoenzyme, primary screen, biochemical, fluorescence polarization, Cy5-IP20, human. cAMP-dependent protein kinase catalytic subunit beta (Homo sapiens) + cAMP-dependent …. PKA-R2B holoenzyme dissociation; R2B truncated from residue 108, S112A mutant; 0% DMSO only, 100% 113 µM cGMP. activation, % at 11.4 µM. 340,000 compounds, 0.079% hits. AID 504700, 2011;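 active = activation above a cutoff set at the mean over all compounds plus 3 SD, cut at about 18% in these data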;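 note: higher means more holoenzyme dissociation and a rise in polarization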
# RTF Ca sens inh – cardiac RTF calcium sensitivity inhibitors, primary screen, biochemical, IANBD-TnC fluorescence, EC70 calcium. 340,000 compounds, 0.12% hits. AID 493244, 2011. Troponin I, cardiac muscle (Homo sapiens) + Troponin T, cardiac muscle (Homo sapiens) + …. IANBD-labeled cardiac RTF, Ca2+ fluorescence. inhibition, % at 7.15 µM;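 active = inhibition above the mean inhibition of all tested compounds plus 3 SD, cut at about 17% in these data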;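 note: assay run at fixed EC70 calcium of 1.6 mM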
# SR-BI HDL uptake – inhibitors of SR-BI mediated HDL lipid uptake, primary screen, ldlA[mSR-BI] cells, fluorescence, single point; Scavenger receptor class B member 1 (Mus musculus), Q61009; ldlA[mSR-BI] CHO cells, DiI-HDL uptake fluorescence, 3 h; inhibition, % at 12.5 µM; 320,000 compounds, 0.96% hits;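 active = mean replicate inhibition of at least 70% and a set share of replicates each scoring 70 or more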;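 note: 0% = median of neutral control wells and 100% = median of positive control wells; values of inactives mirror those of a sister screen read the other way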
# Arrestin-AP2 inh – inhibitors of beta-arrestin/AP2 binding, primary screen, biochemical, GPCR trafficking, flow cytometry | beta-arrestin 1 C-terminal peptide binding to AP2 beta2-adaptin appendage (human) | FITC-arrestin peptide / GST-AP2 beads; AP2 beta2 appendage carries R879A mutation | inhibition, % at 10 µM | 340,000 compounds, 0.31% hits;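 active = inhibition above a set limit, near 3 SD of compounds lacking own fluorescence, cut at about 54% in these data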;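 note: plate controls were DMSO wells for no effect and 5 µM unlabelled arrestin peptide for full effect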
#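 Material – AP2 appendage R879A on GSH beads · Buffer or medium – PBS with 0.05% Tween 20 and 0.1% BSA · Probe or stimulus – fluorescein-tagged arrestin peptide at 50 nM final · Incubation – compound with beads 12 min RT, then probe 1 h RT · Detection – high-throughput flow cytometry of beads, ex 488, em 535 nm · Evaluation – percent response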
# PvdQ inh – P. aeruginosa PvdQ acylase inhibitors, primary screen, biochemical, fluorescence, plate reader and imaging, single point. purified PvdQ acylase. 340,000 compounds, 0.063% hits. inhibition, % at 10 µM. PvdQ acylase [Pseudomonas aeruginosa LESB58]; in the data active = inhibition above about 30%, passing the limit was not always enough;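 note: 0% = vehicle neutral wells and 100% = reference inhibitor wells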
# Keap1-Nrf2 PPI – Keap1-Nrf2 protein-protein interaction inhibitors, primary screen, biochemical, fluorescence polarization, single point | Keap1 Kelch-Nrf2 peptide fluorescence polarization, 1536-well | 340,000 compounds, 0.15% hits | AID 504523, 2011 | inhibition, % at 9.4 µM; in the data active = inhibition above about 12%;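 note: human Keap1 Kelch domain with fluorescein labeled Nrf2 9mer peptide probe; 0% = neutral control wells and 100% = peptide positive control; higher means more block of Keap1 binding to Nrf2 peptide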
# Numbers without * were called inactive; . = not tested or not shown. Rows are unselected, and some 2.1% of all compounds hit somewhere here.
cpd	molecule	SR-BI DiI-HDL act	C-LANA FP	NSD2 inh	DAGLB inhibitor	PKA-R2B act	RTF Ca sens inh	SR-BI HDL uptake	Arrestin-AP2 inh	PvdQ inh	Keap1-Nrf2 PPI
1	COc1ccc(C(=O)NCC(=O)N2CCCCC2)cc1OC	35	-0.1	-1	-5	-15	2	-35	40	5	2
2	CCN(CC(=O)NCc1ccc(Cl)cc1)C(=O)CCOc1ccccc1C	-30	-0.2	1	1	5	-2	30	34	2	3
3	CCc1ccc(NC(=O)c2ccc(-n3cncn3)c([N+](=O)[O-])c2)cc1	-25	-0.2	4	2	4	-9	25	-13	-23	-3
4	CCc1ccc(-n2ccc(=O)c(C(=O)O)n2)cc1	3	-0.9	-1	-1	-1	-4	-3	0	-4	0
5	Cc1ccc(C2C=C(c3ccccc3)Nc3ncnn32)cc1 (configuration not stated)	-25	4.7	.	-4	-8	-15	25	16	-4	-1
6	O=C(N1CCOCC1)N1CCN(c2nc(-c3ccccc3)cs2)CC1	-12	-1.4	1	4	-12	-1	12	-6	-10	-7
7	COc1ccc(C(=O)N2CCN(c3nc4ccccc4o3)CC2)cc1OC	40	-0.6	.	1	-2	-7	-40	-5	-12	0
8	Cc1ccc(CCNC(=O)C2CCCN(S(=O)(=O)c3c(C)nn(C)c3C)C2)cc1 (configuration not stated)	.	-5.4	.	3	7	-9	.	11	-9	0
9	O=C(NCc1cccc(OC(F)(F)F)c1)c1cccc2c1C(=O)c1ccc(-c3ccc(F)cc3OCc3ccccc3)cc1S2(=O)=O	-39	-2.8	.	-2	0	-11	39	-1	-5	-7
10	Nc1ccc(C#Cc2ccccc2)cc1	2	-2.0	-1	2	-1	-10	-2	15	-12	-1
11	COc1cc(OC)cc(C(=O)Nc2ccc(S(=O)(=O)Nc3nc(C)cc(C)n3)cc2)c1	-6	0.1	-2	-1	7	4	6	13	13	-2
12	O=C(c1ccc(F)cc1)N1CCN(c2cc(=O)[nH]nc2-c2ccccc2)CC1	4	0.0	-2	-2	-15	4	-4	21	3	-3
13	O=C(/C=C/c1ccc(Cl)cc1Cl)c1cccnc1	9	-0.3	-1	6	1	-2	-9	23	-14	-3
14	CCOC(=O)c1cc2nc(OCC)nc(OCC)c2[nH]1	-20	-3.0	-2	1	-2	-6	20	-13	-15	0
15	Cc1ccc(-n2nc(-c3ccco3)cc2C(=O)O)c(C)c1	-9	18	29	6	-6	11	9	5	-17	-7
16	CC(C)(C)c1ccc(C2SCC(=O)N2c2cccc(C(=O)O)c2)cc1 (configuration not stated)	4	-3.0	-3	1	-4	-5	-4	-27	-17	1
17	O=C(CC1C(=O)NCCN1Cc1ccoc1)NCCc1ccc(Cl)cc1 (configuration not stated)	-12	-2.4	-1	-5	2	-8	12	21	11	-7
18	O=S1(=O)CCC(NC(=S)NC2CCS(=O)(=O)C2)C1 (configuration not stated)	33	-0.8	-4	2	4	-20	-33	-1	-5	-2
19	O=C1OCC(c2ccccc2)=C1c1ccc(S(=O)(=O)N2CCOCC2)s1	.	1.2	8	3	6	-2	14	3	-11	-10
20	CCOc1cc(/C=C\[N+](=O)[O-])ccc1OCC(=O)N1CCOCC1	-7	-0.5	5	0	2	-12	7	-22	-7	-4
21	Cc1c(C(=O)N2CCN(c3ccccc3)CC2)sc2nc3n(c(=O)c12)CCC3	-8	14	5	2	-8	-5	8	-13	-7	1
22	CC1CC(C)CN(C(=O)C(C)N2CCN(S(=O)(=O)c3cccs3)CC2)C1 (configuration not stated)	8	0.8	31	0	1	0	-8	3	2	1
23	CC1c2cc3c(cc2CCN1C(=O)c1cccc(Cl)c1)OCCCO3 (configuration not stated)	-8	1.0	-2	-5	-9	-1	8	3	-5	0
24	CCCCCc1ccc(-c2cn(CC3CCCCC3)nn2)cc1	16	1.1	.	-4	-1	-7	-16	2	-17	0
25	O=C1c2ccccc2OCOc2ccccc21	18	-0.8	-1	-2	4	-5	-18	41	0	3
26	Cc1ccc(-c2noc(CCCC(=O)NC3CCCCC3)n2)cc1	19	0.0	-1	-3	5	2	-19	-14	-19	-3
27	Cc1ccc(S(=O)(=O)N2CCC(=O)N(CCOCc3cccc(F)c3)CC2)cc1	34	1.0	.	0	-5	7	-34	-10	-18	-4
28	Cc1ccc(CNC(=O)Cn2cnc3cc([N+](=O)[O-])ccc3c2=O)cc1	5	-1.8	-2	-1	-5	-19	-5	8	9	0
29	Cc1ccc(C(=O)OCc2cc3ccccc3[nH]c2=O)cc1	-22	-0.4	-7	-2	-4	3	22	-9	3	-2
30	C=CCc1cc(C)ccc1OCCCC(C(=O)OCC)C(=O)OCC	-33	-1.7	-3	-18	-4	14	33	43	6	5
31	CCOC(=O)N1CCC(N(CCN(C)C)C(=S)Nc2ccccc2Cl)CC1	20	-0.3	2	-1	-15	2	-20	-5	-10	-5
32	CC1CCCCN1C(=O)c1ccc(C(=O)c2ccccc2)cc1 (configuration not stated)	-45	-0.5	-2	-7	-3	-7	45	-16	-8	-5
33	Clc1ccc2c(c1)C1CC2CCN1Cc1ccccc1 (configuration not stated)	-1	3.1	.	-4	-3	-10	1	1	0	-3
34	CCN(CC)S(=O)(=O)c1ccc(NN=C2CCN(C(C)C)CC2)c([N+](=O)[O-])c1	.	0.6	8	4	-12	4	.	2	-1	-5
35	Cc1coc(C)c1C(=O)CC1(O)C(=O)Nc2cc(Cl)cc(Cl)c21 (configuration not stated)	28	-0.3	.	3	-10	-5	-28	0	-10	-4
36	CCOC(=O)CSc1nnc(-c2ccco2)n1-c1ccc(C)cc1	-23	-0.1	-2	0	-5	0	23	2	-14	0
37	NC(=O)CSc1nnc(CNc2cccc(Cl)c2)n1CCc1ccccc1	-4	0.7	3	0	-14	9	4	6	-3	6
38	COc1ccc(NC(=O)CSc2cc(C(=O)c3nccn3C)c3ccccc3n2)cc1	-12	0.3	-1	0	-8	9	12	36	15	-3
39	O=C(COc1ccc2c(-c3ccccc3)cc(=O)oc2c1)NCCCn1ccnc1	-14	-1.1	.	-1	16	-4	14	23	2	5
40	COc1ccccc1NC(=O)c1ccc(-n2cccn2)c([N+](=O)[O-])c1	-56	-0.4	-1	1	-15	-2	56	12	-3	-2
41	COc1ccc(OCCSc2nc(C)c(Cc3ccccc3)c(=O)[nH]2)cc1	6	0.8	-2	2	-16	-10	-6	10	-4	-5
42	N#Cc1ccccc1Sc1ccccc1C(=O)OCc1nnc(-c2ccccc2)o1	-33	-1.5	-2	-6	-5	-16	33	-7	-12	-6
43	CCCn1cnc2c(sc3nc4c(cc32)CSC(C)(C)C4)c1=O	-12	-1.2	-1	1	12	-12	12	23	-7	0
44	COc1ccc(NC(=O)CN2CCCC2)cc1	32	-6.2	-3	0	8	2	-32	47	-1	4
45	CCOC(=O)c1sc2nc3n(c(=O)c2c1C)CCC3	-2	-1.1	-2	-6	-16	8	2	10	4	-5
46	O=C(O)CN1C(=O)CC(Cc2ccccc2)C1=O (configuration not stated)	18	-1.0	.	-1	0	-2	-18	31	-4	3
47	CCCCC1(C)NC(=S)N2N1C(=S)NC2(C)CCCC (configuration not stated)	-4	0.3	-6	.	.	.	4	2	-12	-5
48	CCOC(=O)Nc1sc(C)c(C)c1C(N)=O	12	1.3	-4	-2	12	-6	-12	15	4	7
49	CCCCn1c(N)c(N(CC)C(=O)CSc2nnnn2-c2cc(C)ccc2C)c(=O)[nH]c1=O	-57	1.2	1	2	-1	6	57	-3	-8	0
50	CCCc1cc(C(=O)OC)c(NC(=O)OCC)s1	-8	-1.8	-4	-6	-5	4	8	7	-13	-4

# Already shown: entries from further up.
cpd	molecule	SR-BI DiI-HDL act	C-LANA FP	NSD2 inh	DAGLB inhibitor	PKA-R2B act	RTF Ca sens inh	SR-BI HDL uptake	Arrestin-AP2 inh	PvdQ inh	Keap1-Nrf2 PPI
40	COc1ccccc1NC(=O)c1ccc(-n2cccn2)c([N+](=O)[O-])c1	-56	-0.4	-1	1	-15	-2	56	12	-3	-2
41	COc1ccc(OCCSc2nc(C)c(Cc3ccccc3)c(=O)[nH]2)cc1	6	0.8	-2	2	-16	-10	-6	10	-4	-5
42	N#Cc1ccccc1Sc1ccccc1C(=O)OCc1nnc(-c2ccccc2)o1	-33	-1.5	-2	-6	-5	-16	33	-7	-12	-6
43	CCCn1cnc2c(sc3nc4c(cc32)CSC(C)(C)C4)c1=O	-12	-1.2	-1	1	12	-12	12	23	-7	0
44	COc1ccc(NC(=O)CN2CCCC2)cc1	32	-6.2	-3	0	8	2	-32	47	-1	4
45	CCOC(=O)c1sc2nc3n(c(=O)c2c1C)CCC3	-2	-1.1	-2	-6	-16	8	2	10	4	-5
46	O=C(O)CN1C(=O)CC(Cc2ccccc2)C1=O (configuration not stated)	18	-1.0	.	-1	0	-2	-18	31	-4	3
47	CCCCC1(C)NC(=S)N2N1C(=S)NC2(C)CCCC (configuration not stated)	-4	0.3	-6	.	.	.	4	2	-12	-5
48	CCOC(=O)Nc1sc(C)c(C)c1C(N)=O	12	1.3	-4	-2	12	-6	-12	15	4	7
49	CCCCn1c(N)c(N(CC)C(=O)CSc2nnnn2-c2cc(C)ccc2C)c(=O)[nH]c1=O	-57	1.2	1	2	-1	6	57	-3	-8	0
50	CCCc1cc(C(=O)OC)c(NC(=O)OCC)s1	-8	-1.8	-4	-6	-5	4	8	7	-13	-4
